Screening results: PubChem BioAssay, several laboratories
MC4R antagonist: antagonists of human melanocortin 4 receptor (MC4R) | P32245 | MC4R-expressing cells, MTII-stimulated cAMP, LANCE TR-FRET | inhibition, % at 6.5 µM | 0.48% of 360,000 active | AID 540295;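 active = inhibition above its plate's cutoff, the mean of tested wells on that plate plus 3 SD, cut at about 29% in these data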;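 also: 0% = Melanotan II alone and 100% = Melanotan II plus saturating MCL0020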
Target sequence (P32245 whole entry, looked up): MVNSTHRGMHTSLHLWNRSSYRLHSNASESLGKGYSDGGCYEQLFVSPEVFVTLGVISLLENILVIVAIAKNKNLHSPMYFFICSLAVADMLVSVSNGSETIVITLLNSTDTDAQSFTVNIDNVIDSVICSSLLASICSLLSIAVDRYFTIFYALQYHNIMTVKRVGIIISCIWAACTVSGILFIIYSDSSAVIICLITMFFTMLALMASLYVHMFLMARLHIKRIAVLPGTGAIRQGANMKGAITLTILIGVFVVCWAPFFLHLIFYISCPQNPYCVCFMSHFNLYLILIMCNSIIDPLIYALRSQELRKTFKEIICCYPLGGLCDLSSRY
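System – human MC4R-expressing U2OS cells · Also added – Melanotan II · Dosing – one concentration, 6.5 µM nominal · Timing – 30-min compound, 1-h challenge, 1-h detection, room temperature · Measured by – Eu-cAMP/anti-cAMP TR-FRET, emission 671 nm · Replicates – singlicate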
N-glyco inh: blocks N-linked glycosylation in D54 reporter cells; reporter increase, % at 12.5 µM; 0.23% of 360,000 active; D54 ERlucT glycosylation luciferase reporter, 24 h; percent of 100 nM tunicamycin response;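 active = mean luciferase reporter signal, scaled so untreated is 0 and the glycosylation-blocking control 100, at or above a set limit in every replicate; inconclusive = mean reaches the limit but not every replicate does; inactive = mean below the limit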;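 also: luciferase carries N-glycosylation sites so blocking glycosylation raises the light; 0% = median of neutral control wells and 100% = median of 100 nM tunicamycin wells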
MC4R ag barr: agonists of human melanocortin 4 receptor (MC4R) beta-arrestin; P32245; U2OS MC4R beta-arrestin complementation, luminescence; percent of melanotan II response, DMSO zero; activation, % at 8.9 µM; 0.98% of 360,000 active;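 active = activation above a per-plate cutoff, the mean activation of sample wells on that plate plus 3 SD, cut at about 8% in these data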
m5-HT2A agonist: agonists of mouse serotonin 5-HT2A receptor (HTR2A) | P35363 | CHO-K1 mHTR2A beta-arrestin complementation, luminescence; percent of 30 µM serotonin response | activation, % at 7.6 µM | 0.66% of 360,000 active | AID 624169;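 active = activation above a run cutoff, the mean activation of all tested compounds plus 3 SD, cut at about 14% in these data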;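 also: 0% = plate median of compound wells and 100% = 30 µM serotonin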
Target sequence (P35363 whole entry, looked up): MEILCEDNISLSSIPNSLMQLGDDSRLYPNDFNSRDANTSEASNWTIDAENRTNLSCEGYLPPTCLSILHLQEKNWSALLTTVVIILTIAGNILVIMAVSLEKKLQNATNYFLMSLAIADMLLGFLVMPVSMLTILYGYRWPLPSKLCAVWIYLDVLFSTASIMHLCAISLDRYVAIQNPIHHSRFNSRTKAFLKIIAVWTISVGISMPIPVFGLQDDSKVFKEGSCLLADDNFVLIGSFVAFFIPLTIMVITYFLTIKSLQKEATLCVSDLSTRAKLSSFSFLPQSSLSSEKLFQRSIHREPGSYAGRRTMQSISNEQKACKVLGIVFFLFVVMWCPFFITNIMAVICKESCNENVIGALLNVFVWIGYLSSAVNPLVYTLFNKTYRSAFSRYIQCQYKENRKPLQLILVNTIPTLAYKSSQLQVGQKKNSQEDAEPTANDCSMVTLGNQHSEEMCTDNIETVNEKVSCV
Vif inh: HIV Vif inhibition; HEK293T cells, Vif self-association by quenched fluorescence, imaging, 24 h; inhibition, % at 7.49 µM; 0.35% of 340,000 active; AID 602346; in the data active = inhibition above about 50%, passing the limit was not always enough; inconclusive = no clear call, values can overlap the other calls; inactive = below about 31%; also: some results filed as inactive read as strong as hits
ABCB6 inh MLPCN: inhibitors of human ABC transporter ABCB6; fluorescence ratio to DMSO, % at 10 µM; K562-ABCB6 porphyrin accumulation, flow cytometry, 1 h; active compounds read low; 0.19% of 360,000 active; Q9NP58; AID 602162;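 active = fluorescence ratio to DMSO below 75%, the collection mean minus 3 SD; inconclusive = too few cells collected in the well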;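 also: signal is porphyrin accumulated inside mitochondria; 100% equals median channel fluorescence of DMSO control wells; lower ratio means ABCB6 inhibition with less porphyrin fluorescence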
aDG glyco act: alpha-DG glycosylation activation | Pro5-aDG cells, alpha-DG glycosylation AlphaScreen (IIH6); 0% Pro5, 100% B10-LARGE cell signal | activation, % at 10 µM | 0.22% of 360,000 active | AID 624168;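 active = activation of at least 8% versus controls, or a plate z-score of at least 8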;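 also: Pro5 are CHO cells carrying HIG-tagged alpha-DG that lacks glycosylation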
H9c2 protect: protects H9c2 cardiomyocytes from peroxide injury; H2O2 injury protection, ATPLite, 2 h; protection from H2O2 cell death, % at 20 µM; 0.63% of 360,000 active;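 active = compounds giving at least 50% protection of heart cells from peroxide-induced death in the single-dose screen, raw or plate-pattern-corrected value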;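 also: 0% = DMSO wells with peroxide and 100% = DMSO wells without peroxide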
PDI turbidity: blocks human protein disulfide isomerase activity | P07237 | PDI insulin aggregation turbidity, A650, 90 min | inhibition, % at 10 µM | 0.052% of 350,000 active | AID 588391;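 active = mean inhibition across replicates of 30% or more, whatever share of single replicates reach that level; inconclusive = mean inhibition below 30% while every single replicate reaches 30%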;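 also: absorbance from insulin aggregation driven by PDI reduction with DTT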
CaV13 FRET inh: Primary screen for inhibitors of IQ motif and Ca2+-dependent inactivation inhibitor domain binding in CACNA1D, Förster resonance energy transfer in living cells, …; 0.098% of 340,000 active; inhibition, % at 12.3 µM; AID 743397; HEK cells, CFP/YFP FRET ICDI-IQ, plate reader, 10 min; percent FRET-ratio fall versus neutral wells;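 active = mean replicate inhibition of at least 30% and at least 1% of replicates passing that level; inconclusive = only one of the two criteria is met; inactive = neither criterion is met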;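 also: 0% = median of the neutral control wells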
* hit, by the source's call; ? = inconclusive; / = no result given. The order is random; 3.6% or so of the library scored in one or more.

nr	structure	MC4R antagonist	N-glyco inh	MC4R ag barr	m5-HT2A agonist	Vif inh	ABCB6 inh MLPCN	aDG glyco act	H9c2 protect	PDI turbidity	CaV13 FRET inh
1	Cc1ccc(-c2nnc(SCC(=O)Nc3cccc(C(=O)N4CCOCC4)c3)n2C)cc1	2	0	2.3	0	-6	103	0.0	1	-2	-2
2	CCC/C=C/c1ccc(CN2C(CC(C)C)C(=O)N(Cc3cn(CCC4OCCO4)nn3)CCS2(=O)=O)cc1 (stereo unspecified)	9	2	1.0	5	-2	93	0.1	-4	15	-7
3	c1ccc2c(-c3nc4ncccc4o3)cccc2c1	8	3	-1.4	-1	1	104	0.1	6	-13	-5
4	CSc1nc(-c2ccc(Cl)cc2)nn1C(=O)c1ccccc1	7	-2	-1.4	0	-2	98	0.5	8	-1	-17
5	NS(=O)(=O)c1cc(C(=O)OCC(=O)Nc2ccc3c(c2)OCO3)ccc1Cl	-9	3	-1.4	-3	1	100	0.0	-7	-4	-6
6	CC(=O)N1CCc2cc(Br)cc(S(=O)(=O)N3CCc4ccccc43)c21	8	-3	-2.1	-7	-3	100	-0.2	24	1	-2
7	O=C1N(Cc2ccc(F)cc2)CCN1c1ccc(F)cc1	9	-1	-2.6	-4	-3	103	-0.1	-3	2	-2
8	Cc1cc(SCC(=O)Nc2cccnc2Cl)nc2ccccc12	16	-1	-2.9	-3	-4	94	0.3	-9	-4	-20
9	Cc1cc(O)c(/C=N/Nc2ccccc2Cl)c(=O)o1	0	2	-2.3	3	7	109	5.2	-6	6	-8
10	O=C(Nc1ccc(Oc2ccc3c(c2)C(=O)N(c2ccc(O)cc2)C3=O)cc1)c1cccs1	-3	-4	1.5	7	-15	98	0.0	-3	-9	-4
11	O=C(CCc1ccccc1)NNC(=O)Nc1ccc(Cl)cc1	12	3	-1.4	8	-3	106	0.2	-11	-2	-4
12	Cn1c(=O)[nH]c(=O)c2c1nc(NCCO)n2CCOc1ccccc1	11	2	1.4	2	0	94	0.0	2	5	-1
13	CC(=O)N(C)C1(c2nnnn2CCOC(=O)Nc2ccc(Cl)cc2)CCCCC1	5	-1	-2.0	11	-1	95	0.5	-1	-2	/
14	CN=c1sc2c(n1C)C(=O)c1ccccc1C2=O	-10	-13	-1.7	-1	-1	107	13*	-18	-5	-6
15	CC(C)(C)C(=O)N/C(N)=N/c1nc2ccccc2o1	3	-9	2.6	-1	-4	96	0.1	-14	4	-4
16	COCCNC(=O)/C(C#N)=C/C=C/c1ccccc1[N+](=O)[O-]	-11	13	-3.3	-3	18	97	-0.2	13	-4	-6
17	O=C(CSC1CC(=O)N(c2ccc(C(=O)O)cc2)C1=O)Nc1ccc2ccccc2c1 (stereo unspecified)	8	2	-1.7	-2	2	102	0.1	6	2	-4
18	Cc1ccc(NC(=O)[C@H](C)NC(=O)C2CCN(C(=O)[C@@H](NC(=O)OC(C)(C)C)C(C)C)CC2)cc1	16	2	-0.7	-6	5	97	-0.1	-2	-3	-3
19	CC(=O)c1cccc(NC(=S)NC(=O)c2ccccc2Cl)c1	30*	0	-1.1	-2	3	98	-0.2	-4	6	-18
20	CC(=O)N1CCc2cc(S(=O)(=O)NC(Cc3ccccc3)C(=O)NCCN3CCCCC3C)ccc21 (stereo unspecified)	4	0	-1.7	6	4	97	0.0	5	0	3
21	COc1cc(OC)c(C2=NOC(C(=O)NCc3cccs3)C2)cc1Cl (stereo unspecified)	-24	?	-1.1	-8	-8	102	-0.1	6	4	0
22	COC(=O)c1ccc(CSc2nc3ccc(C)cc3[nH]2)o1	7	0	-0.4	-6	-6	104	0.1	7	1	/
23	CCN(C(=O)CSc1cc(C)c2ccc(OC)cc2n1)C1CCS(=O)(=O)C1 (stereo unspecified)	6	-4	-2.6	-4	9	97	0.0	-1	-5	-5
24	Cc1ccc(C(=O)NCCCNC(=O)COc2ccc(Cl)c(C)c2)cn1	9	-1	4.7	1	-6	102	-0.2	-3	1	-2
25	COc1ccc(N2CC(C(=O)NCCc3c[nH]c4ccccc34)CC2=O)cc1 (stereo unspecified)	17	0	1.9	-2	4	96	0.1	-2	-3	-4
26	Cn1cc([N+](=O)[O-])c(C(=O)NNC(=O)c2ccc([N+](=O)[O-])cc2Cl)n1	-4	1	-4.4	1	23	101	0.2	-3	4	-2
27	CN1C(=O)N(C)C2(c3ccccc3)Nn3c(s/c(=C/c4ccco4)c3=O)=NC12c1ccccc1 (stereo unspecified)	3	0	-1.3	3	-4	100	0.1	4	-6	-4
28	CCOC(=O)C(=NCCCN(C)C)NNc1cc(C(F)(F)F)ccc1Cl	1	1	0.0	1	-4	98	-0.3	1	3	2
29	O=C(Nc1ccccc1)Nc1ccc(Br)c(Cl)c1	-3	-12	1.7	0	-11	92	0.7	-12	6	-2
30	NC(=O)c1ccc(OCc2ccccc2)nc1	3	-2	-1.7	-1	3	95	0.2	-3	10	-8
31	C[C@@H]1CN([C@@H](C)CO)C(=O)CCCn2nncc2CO[C@@H]1CN(C)S(=O)(=O)c1ccc2ccccc2c1	4	0	-1.3	-1	12	100	0.3	4	12	-4
32	O=C(COc1ccccc1[N+](=O)[O-])Nc1ccc(CN2CCOCC2)cc1	23	0	-1.4	1	4	97	0.3	11	-19	3
33	CC(c1nnc(SCC(=O)Nc2ccc3[nH]c(=O)[nH]c3c2)n1Cc1ccccc1)N(C)C (stereo unspecified)	-2	0	-1.3	-1	-6	99	0.3	1	9	-4
34	Cc1ccc(S(=O)(=O)N2CCN(C3CC4CCC3C4)CC2)cc1 (stereo unspecified)	2	-2	0.6	-6	6	94	-0.1	-8	3	-3
35	O=C(NCC1CCCO1)C(=O)N/N=C\c1ccc2c(c1)OCO2 (stereo unspecified)	-2	3	-0.6	-2	-6	103	-0.4	3	1	-1
36	CCc1ccc(OCC(O)CNC(C)(C)C)cc1 (stereo unspecified)	3	-1	-1.6	-3	/	94	0.2	3	-7	-7
37	COc1ccc(-c2cn(Cc3ccc(C(N)=O)cc3)c(-c3ccc(Cl)nc3)n2)cc1	1	-1	-1.1	-2	/	97	0.3	3	-4	-11
38	FC(F)(F)c1nc(Sc2ncccc2C(F)(F)F)n[nH]1	5	0	-1.6	3	11	103	-0.1	-2	8	-5
39	Cc1cccc(N(CC(=O)NCCSCc2ccccc2)S(C)(=O)=O)c1C	1	-3	-0.5	-1	-2	95	-0.1	1	3	2
40	C=CCn1c(SCC(=O)c2ccc(O)c(O)c2)nnc1-c1cccc(C)c1	2	-5	-0.2	-1	8	97	0.2	42	0	-10
41	CCOC(=O)c1c(CSc2ccc(C)cc2)oc2ccc(O)cc12	6	-2	3.8	0	-6	96	0.4	-16	15	-4
42	CCOC(=O)CN1C(=O)C(O)(CC(=O)c2ccc3c(c2)CCCC3)c2ccccc21 (stereo unspecified)	5	0	-1.5	5	-5	87	2.1	-8	0	-4
43	Cc1cc(C)c2c(n1)nn1c(NCCN3CCOCC3)cc(C)nc21	-1	5	-2.0	3	1	99	-0.4	0	-12	-3
44	O=C(c1ccccc1)c1ccc(OCC(O)CNCc2ccc(Cl)cc2)cc1 (stereo unspecified)	2	-5	3.5	-1	-11	94	0.1	0	-2	-3
45	O=C1C=C(NCc2ccccc2)CCC1	-7	0	-1.9	3	5	100	0.1	1	-17	-5
46	Cc1ccc(C(=O)NN=C2CCCC2)cc1C	-2	0	-1.4	-8	13	98	0.0	1	-7	-5
47	CN(C)c1ccc(NC(=S)Nc2ccc3c(c2)c(=O)n(C)n3-c2ccc(C(C)(C)C)cc2)cc1	-4	-5	-1.1	-4	-4	104	0.5	-21	14	-5
48	CCCCN(C(=O)COC(=O)c1nc2nc(C)cc(C)n2n1)C1CCS(=O)(=O)C1 (stereo unspecified)	0	2	-2.4	1	-12	90	-0.1	2	11	-2
49	O=C(c1ccc(Cn2c(=O)[nH]c3ccccc3c2=O)cc1)N1CCN(c2ccccn2)CC1	7	2	0.4	-5	/	97	0.8	-7	11	-7
50	C(#CSCc1ccccc1)SCc1ccccc1	0	-1	1.2	1	/	91	-0.2	-4	5	-5

Next section:
nr	structure	MC4R antagonist	N-glyco inh	MC4R ag barr	m5-HT2A agonist	Vif inh	ABCB6 inh MLPCN	aDG glyco act	H9c2 protect	PDI turbidity	CaV13 FRET inh
51	CC(C)(O)[C@@H]1[C@@H]2C[C@@]3(CC[C@]4(C)C(CCC5[C@@]6(C)CC[C@H](O)C(C)(C)C6CC[C@]54C)[C@@H]13)C(=O)O2 (stereo partly specified)	2	0	1.9	2	-11	99	-0.3	-1	/	/
52	CCOC(=O)CSc1nc2cc3c(cc2cc1CC)OCCO3	-5	0	2.9	1	/	105	-0.1	-8	-8	-4
53	NC(=O)c1ccsc1NC(=O)COC(=O)Cc1c[nH]c2ccccc12	6	-1	-3.2	5	-10	98	0.6	-15	3	-7
54	COc1cccc(-n2nnnc2SCC(=O)Nc2cccc(C)n2)c1	-2	4	0.4	-4	-3	101	-0.2	7	-1	-8
55	COC(=O)CN1C(=O)Nc2ccc(C)cc2C1c1ccccc1 (stereo unspecified)	9	-2	-4.2	-3	-1	96	-0.1	-4	-4	0
56	O=C(NCCCN1CCOCC1)c1ccc(NC(=O)C2COc3ccccc3O2)cc1 (stereo unspecified)	22	-3	-0.9	2	-1	101	-0.2	7	4	2
57	Cc1cccc(OCCOC(=O)C2CCN(S(=O)(=O)c3cccs3)CC2)c1	5	0	-0.4	2	-9	98	0.1	-6	-2	-1
58	CCOc1cc(S(=O)(=O)N2CCCCC2)ccc1F	5	-4	0.1	-1	17	89	-0.2	2	-8	-8
59	COc1ccc(Nc2nc3c(C)cccc3cc2C#N)cc1	-3	-5	3.0	13	-2	110	-0.3	-8	2	-10
60	O=c1c2cnn(-c3ccccc3Cl)c2ncn1Cc1cccnc1	0	5	-1.0	-4	-10	96	0.1	-5	-5	-8
61	Cn1c(SCC(=O)NN2C(=O)NC(C)(c3ccccc3)C2=O)nnc1-c1ccncc1 (stereo unspecified)	-1	3	-2.5	3	-1	97	0.0	5	-4	-4
62	COc1ccccc1Nc1ccc(N)cc1	0	2	-0.9	-2	5	116	-0.5	-21	-4	1
63	COCCNC(=O)c1ccc(CN2CCC(Cc3ccccc3)CC2)cc1	-1	-3	-0.6	-5	0	95	-0.1	7	0	-18
64	Cc1ccc(-c2csc(NCCn3c(-c4ccncc4)nc4ccccc43)n2)cc1	23	2	-2.1	-4	4	86	0.3	7	4	-7
65	COc1cc(C)c(Cl)cc1S(=O)(=O)N1CCCC1	-11	0	0.4	0	14	102	0.4	4	10	-4
66	COc1ccccc1OCc1ccc(C(=O)Nc2ccccc2F)cc1	18	-2	0.3	-5	-5	96	-0.1	2	4	-6
